Compound activity (PubChem)
Gli-Sufu antag = Gli-Sufu pathway antagonists, primary screen, luciferase luminescence, Sufu-KO-LIGHT cells, uHTS; Sufu-KO-LIGHT fibroblasts, Gli luciferase reporter luminescence; inhibition, % at 5 µM; 0.74% of 340,000 active; AID 588413, 2011;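 active = inhibition above about 55%, limit read from the data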;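 also: 0% = DMSO-treated cells and 100% = wells with medium but no cells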
CCR6 antag = CCR6 receptor antagonists, primary screen, cell-based, CHO-K1, luminescence, beta-arrestin, uHTS | 0.49% of 340,000 active | inhibition, % at 20 µM | C-C chemokine receptor type 6 (Homo sapiens), P51684 | CHO-K1 CCR6 PathHunter beta-arrestin, CCL20-stimulated;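 active = compounds whose inhibition of the agonist-driven luminescence signal at 20 µM reaches about 50%, limit read from the data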;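 also: cells stimulated with CCL20 at 14 nM final; plate controls were DMSO with CCL20 for no effect and DMSO without agonist for full effect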
Apaf1 inhib = inhibitors of human Apaf-1 apoptosome, primary screen, biochemical, DEVD-Rh110 fluorescence, uHTS; reconstituted apoptosome caspase-3 activity; inhibition, % at 20 µM; 0.71% of 330,000 active; AID 489030, 2010; active = inhibition of at least 40% at 20 µM;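 also: plate controls were DMSO wells for no effect and DEVD-CHO caspase inhibitor wells for full effect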
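System – cell-free apoptosome with Apaf-1, procaspase-3 and caspase-9 · Buffer or medium – pH 7.5 Hepes buffer with CHAPS, BSA, DTT · Also added – cytochrome c with DEVD-Rh110 · Times – 30 min compound preincubation, 50 min activation, room temperature · Technique – Rh110 fluorescence intensity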
Jurkat NFkB inh = inhibitors of induced NF-kB luciferase reporter, primary screen, TCR NF-kB activation inhibitor project, cell-based, luminescence, uHTS; Jurkat, PMA/ionomycin-induced NF-kB luciferase reporter; inhibition, % at 4 µM; 0.53% of 330,000 active
SENP8 block = SENP8 protease inhibitors, primary screen, biochemical, luminescence | Sentrin-specific protease 8 (Homo sapiens), Q96LD8 | purified SENP8, Z-RLRGG-aminoluciferin cleavage | inhibition, % at 10 µM | 1.2% of 330,000 active | AID 2540, 2010
Target sequence (Q96LD8 whole entry, looked up): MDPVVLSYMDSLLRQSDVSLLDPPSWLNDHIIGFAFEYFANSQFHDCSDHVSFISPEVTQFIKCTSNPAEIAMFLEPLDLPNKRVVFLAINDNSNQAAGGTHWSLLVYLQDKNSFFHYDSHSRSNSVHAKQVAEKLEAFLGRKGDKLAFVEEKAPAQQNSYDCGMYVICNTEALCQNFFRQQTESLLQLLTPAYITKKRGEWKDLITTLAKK
UBC13 polyUb = UBC13 polyubiquitin chain formation inhibitors, primary screen, biochemical, TR-FRET, uHTS. Ubiquitin-conjugating enzyme E2 N (Homo sapiens), P61088. inhibition, % at 20 µM. 0.47% of 330,000 active. AID 485273, 2010; in the data active = inhibition above about 45%, passing the limit was not always enough
Target sequence (P61088 whole entry, looked up): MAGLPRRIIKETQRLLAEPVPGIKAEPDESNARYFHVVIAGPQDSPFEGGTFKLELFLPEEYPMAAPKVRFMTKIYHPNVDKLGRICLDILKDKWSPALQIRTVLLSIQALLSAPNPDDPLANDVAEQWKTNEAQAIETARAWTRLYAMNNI
697 NFkB inh = inhibitors of PMA/ionomycin-induced NF-kB reporter, 697 cells, primary screen, B-cell NF-kB inhibitor project, cell-based, luminescence, uHTS | 697 B-cell NF-kB luciferase reporter, 16 h | inhibition, % at 4 µM | AID 435022, 2010 | 0.33% of 330,000 active; in the data active = inhibition above about 35%
EBI2 antag = EBI2 receptor antagonists, beta-arrestin recruitment, primary screen, cell-based, luminescence, 7a,25-OHC stimulation, uHTS. G-protein coupled receptor 183 (Homo sapiens), P32249. 7a,25-OHC stimulated. inhibition, % at 5 µM. 0.81% of 360,000 active; in the data active = inhibition above about 38%;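 also: enzyme fragment complementation signal reports receptor beta-arrestin coupling in cells; 0% = agonist plus DMSO wells and 100% = wells without agonist; some results beyond the cut were filed as inactive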
Target sequence (P32249 whole entry, looked up, the tested form may be a part): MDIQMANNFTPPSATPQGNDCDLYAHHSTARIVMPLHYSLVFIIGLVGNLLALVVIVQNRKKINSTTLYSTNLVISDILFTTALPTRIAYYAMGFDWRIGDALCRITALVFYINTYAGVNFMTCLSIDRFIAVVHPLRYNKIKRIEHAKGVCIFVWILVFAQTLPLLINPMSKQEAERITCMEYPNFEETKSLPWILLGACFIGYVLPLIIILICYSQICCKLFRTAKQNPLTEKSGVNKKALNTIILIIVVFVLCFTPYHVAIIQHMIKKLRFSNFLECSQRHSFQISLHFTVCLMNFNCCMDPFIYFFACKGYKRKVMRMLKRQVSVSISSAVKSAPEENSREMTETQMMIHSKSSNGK
Active calls of the source: *. Rule as the data show it, unless noted: active = inhibition above about 50%; inactive = the rest. These rows are one share of the data; rates above refer to the full screens.

SMILES | Gli-Sufu antag | CCR6 antag | Apaf1 inhib | Jurkat NFkB inh | SENP8 block | UBC13 polyUb | 697 NFkB inh | EBI2 antag
C/C(=N\NC(=O)c1c(Cl)c(C)nn1C)c1cccc(NC(=O)COc2ccccc2)c1 | -4 | 1 | 4 | -17 | 0 | -9 | -16 | 11
O=c1[nH]c2ccc(S(=O)(=O)N3CCCCC3)cc2[nH]c1=O | 4 | 36 | -10 | 1 | -2 | -7 | -14 | -1
Cc1cc(C)cc(N2CN=c3s/c(=C\c4ccco4)c(=O)n3C2)c1 | -4 | 11 | 2 | -5 | -7 | -16 | -18 | 1
CC(=O)Nc1ccc(NC(=O)C(C)OC(=O)CNS(=O)(=O)c2ccc(Br)cc2Cl)cc1 (stereo unspecified) | -7 | 11 | 7 | -5 | -1 | -2 | 8 | 0
Cc1ccc(-c2nc(CS(=O)(=O)CC(=O)N3CCOCC3)c(C)o2)cc1 | -10 | 5 | -12 | 5 | 1 | -1 | 5 | 0
Cc1cc(F)ccc1S(=O)(=O)N(C(=O)c1ccncc1)c1ccc(OC(=O)c2ccncc2)cc1 | 0 | -7 | 10 | -23 | 2 | 20 | -7 | -1
O=C(COc1ncnc2ccccc12)NCCc1ccc(F)cc1 | 2 | 2 | -10 | -10 | 0 | -11 | 12 | 1
CCOC(=O)c1c(NC(=O)c2cccs2)sc2c1CCN(C(=O)OCC)C2 | -7 | 25 | 21 | 26 | 10 | 8 | 30 | 26
COc1cccc(C2CN(c3ccc(F)cc3F)N=C2c2cccs2)c1OC (stereo unspecified) | 5 | 8 | 18 | -18 | 0 | 25 | -8 | 32
CCOc1ccc(NC(=O)CC2C(=O)N(CC)C(=S)N2CCN2CCOCC2)cc1 (stereo unspecified) | -15 | -11 | 9 | -11 | -10 | -4 | 3 | -1
CCc1ccc2c(c1)c1nc(C)sc1n2CC | 0 | 4 | 9 | 3 | 9 | 5 | 10 | 15
COc1ccc(NC(=O)C2CCN(S(=O)(=O)c3ccc(OC)c(OC)c3)CC2)c(OC)c1 | 6 | 9 | -12 | 8 | 8 | 7 | 10 | 10
COc1ccc(C(=O)OCC(=O)c2ccc(Cl)s2)c(OC)c1OC | -8 | 4 | 6 | -1 | -5 | -10 | -8 | 10
C/C(=N/NC(=O)CN1CCN(Cc2ccccc2Cl)CC1)c1cccnc1 | 9 | -11 | 6 | -9 | 2 | 3 | 3 | 12
OCC1(CCCc2ccccc2)CCN(Cc2ccc(F)cc2)CC1 | 17 | 12 | 4 | -1 | 5 | -1 | -21 | -1
O=c1c2ccccc2oc2cc(OCc3ccc(F)cc3)cc(O)c12 | 22 | 6 | 14 | -23 | 5 | 5 | 17 | -4
CCCCOC(=O)C1=C(C)Nc2ncnn2C1c1cc(OC)c(OC)cc1OC (stereo unspecified) | 3 | 12 | -5 | 7 | -8 | 5 | -11 | -9
C/C(=N\O)C(C)/[N+]([O-])=C/c1nc(C)c(C)n1O (stereo unspecified) | -6 | 12 | 5 | -11 | -10 | -10 | 17 | 1
CCc1cc2ccc(C)cc2nc1SCC(=O)Nc1c[nH]c(=O)[nH]c1=O | -5 | -2 | 3 | -16 | -8 | -8 | 11 | 2
C#CCNc1c2c(nc3nnnn13)CCCC2 | 5 | 5 | 2 | -6 | 7 | -4 | -8 | -6

6 entries out of the list above, arranged by the number in UBC13 polyUb, ascending:
Molecule	UBC13 polyUb
O=C(COc1ncnc2ccccc12)NCCc1ccc(F)cc1	-11
COc1ccc(C(=O)OCC(=O)c2ccc(Cl)s2)c(OC)c1OC	-10
O=c1[nH]c2ccc(S(=O)(=O)N3CCCCC3)cc2[nH]c1=O	-7
CCCCOC(=O)C1=C(C)Nc2ncnn2C1c1cc(OC)c(OC)cc1OC (stereo unspecified)	5
CCOC(=O)c1c(NC(=O)c2cccs2)sc2c1CCN(C(=O)OCC)C2	8
COc1cccc(C2CN(c3ccc(F)cc3F)N=C2c2cccs2)c1OC (stereo unspecified)	25

Next section.
SMILES | Gli-Sufu antag | CCR6 antag | Apaf1 inhib | Jurkat NFkB inh | SENP8 block | UBC13 polyUb | 697 NFkB inh | EBI2 antag
C=CCc1ccc(OCCOCCOc2cccc3cccnc23)c(OC)c1 | 10 | 9 | 16 | 6 | -10 | 16 | -9 | 13
COc1ccc(-n2c(=O)[nH]cc(C(=O)Nc3ccc(NC(C)=O)cc3)c2=O)cc1 | -4 | 7 | -10 | 8 | 3 | -11 | 8 | -13
Cc1cccc(N2CC3=C(C2=O)C(c2ccccc2)NC(=O)N3C)c1 (stereo unspecified) | 3 | -3 | 1 | 0 | 1 | 6 | 16 | -1
O=C(Cc1ccccc1)NCCSCc1ccco1 | -3 | 6 | -19 | 2 | 1 | 7 | 18 | -3
FC(F)Oc1ccc(NC(=S)NCc2ccccc2)cc1Cl | 1 | -6 | 21 | -4 | 0 | -10 | -2 | 3
CCCc1ccc(-c2csc(NC(=O)Cc3cccs3)n2)cc1 | -8 | -7 | 20 | -12 | -3 | -11 | -22 | 5
CCN(CC)C(=O)c1sc2nc(-c3ccncc3)[nH]c(=O)c2c1C | -14 | -4 | 1 | -2 | -6 | 2 | -15 | -3
O=C1CSCC(=O)N1c1ccccc1 | 2 | -23 | 3 | 7 | 0 | 15 | 6 | 0
COc1cc(/C=N/NC(=O)C(Cc2c[nH]c3ccccc23)NC(=O)OCC(C)C)cc([N+](=O)[O-])c1O (stereo unspecified) | -2 | 32 | 15 | -11 | -5 | -78 | -27 | 2
Cc1ccc(CNC(=O)C2CC(c3ccccc3[N+](=O)[O-])=NO2)cc1 (stereo unspecified) | -4 | 15 | 5 | -3 | -10 | -6 | 0 | -3
Cc1ccc(NCC(=O)N/N=C/c2ccc(OC(=O)c3ccco3)cc2)cc1 | -8 | 7 | -4 | 10 | -3 | 2 | 5 | -7
Cc1ccc(C)c(N2CCN(C(=O)C3CCN(S(=O)(=O)c4c(C)noc4C)CC3)CC2)c1 | 24 | 5 | 4 | 28 | -4 | -4 | -51 | 16
COc1cc(-c2nc(-c3ccccc3)c(-c3cccs3)[nH]2)cc(OC)c1O | 19 | -2 | 9 | 14 | 1 | 21 | 4 | 17
Clc1ccccc1/C=N/Nc1cc(N2CCOCC2)ncn1 | -78 | 6 | 0 | -60 | -19 | 2 | -102 | 11
Cc1ccc2c(c1)C(c1ccccc1)N(C(=O)c1ccc(S(=O)(=O)N3CCOCC3)cc1)CC(=O)N2 (stereo unspecified) | -2 | 6 | 0 | -3 | -4 | 1 | 10 | 0
O=c1[nH]cc(S(=O)(=O)N2CCOCC2)c(=O)[nH]1 | -9 | 7 | 7 | -3 | -10 | -3 | 6 | -6
O=C(O)C1Cc2ccccc2CN1S(=O)(=O)c1ccccc1 (stereo unspecified) | 0 | 6 | -20 | 2 | 0 | 17 | 20 | -5
C=CCN1C=C2C(=O)C(C)(OC(=O)CCC(=O)OC)C(=O)C(Br)=C2C=C1c1ccc(OC)cc1 (stereo unspecified) | -5 | -1 | 67* | 17 | 15 | -96 | 1 | -24
Cc1cc(NC(=O)CSCC(=O)Nc2nc3c(C)cccc3s2)no1 | -5 | 8 | 5 | -6 | -6 | -6 | -2 | 5
O=C1CSC(c2ccncc2)N1Cc1ccco1 (stereo unspecified) | 2 | -16 | -17 | -2 | -5 | 6 | 0 | -4
CC(C)NC(=O)N1CC(c2ccccc2)C(c2ccc(Cl)cc2)=N1 (stereo unspecified) | 0 | 4 | 24 | -6 | -10 | 2 | -2 | 3
CC(C)[C@H](NC(=O)N1CC(=O)Nc2ccccc21)C(=O)Nc1nccs1 | -15 | -6 | 5 | 11 | -5 | -4 | -9 | 3
CCN(CC)S(=O)(=O)c1ccc(C(=O)OCC(=O)c2ccc3c(c2)NC(=O)CO3)cc1 | -4 | 14 | 2 | 5 | 2 | 2 | 9 | 0
COc1cccc(NC(=O)CN(C)C(=O)Cn2[nH]c(=O)c3ccccc3c2=O)c1 | -8 | 12 | -8 | 9 | 1 | 2 | 24 | -1
c1ccc(Cc2nc(-c3ccccn3)no2)cc1 | -71 | 4 | -20 | -60 | -10 | -7 | -86 | -9
O=C(Nc1nccs1)c1cccc(S(=O)(=O)N2CCCC2)c1 | -3 | -3 | 14 | -6 | -11 | 2 | -5 | 3
O=C(COc1cc2oc(=O)cc(-c3ccccc3)c2cc1Cl)NCC1CCC(C(=O)O)CC1 (stereo unspecified) | 1 | 10 | -6 | 3 | -11 | -12 | 15 | 1
O=C(O)CNS(=O)(=O)Cc1ccccc1 | -5 | 3 | 8 | 1 | -3 | -7 | 9 | -9
COc1cc(C)c(C)cc1S(=O)(=O)N1CCCc2ccccc21 | 3 | 9 | 7 | -5 | 4 | -5 | -8 | -2
COc1ccccc1NC(=O)C(Cc1ccc(Cl)cc1)c1nn[nH]n1 (stereo unspecified) | -3 | 7 | 6 | 9 | 3 | 5 | 19 | -6
CC1(C2CC2)NC(=O)N(CC(=O)N2CCN(c3ccccc3Cl)CC2)C1=O (stereo unspecified) | -22 | -2 | -2 | -11 | -7 | -6 | -26 | 8
COc1ccccc1N(Cc1ccccc1)S(=O)(=O)c1cccc(C(=O)Nc2ncccc2C)c1 | -2 | 10 | 11 | -6 | 1 | 3 | 2 | 21
Cc1cc(NC(=O)CN2CCN(c3ccc(O)cc3)CC2)no1 | 12 | -8 | 0 | -8 | -18 | -3 | -1 | 2
CSC1=NC(C)N2C(SC)=NC(C)N12 (stereo unspecified) | 1 | 10 | 4 | 2 | 3 | 2 | -7 | -6
CC(C)(C)N=C1NN=C(c2ccc(S(=O)(=O)N3CCCCC3)cc2)CS1 | -38 | 15 | 18 | -7 | 2 | -5 | 2 | -4
COc1ccc(N/C=C/C(=O)c2ccc(Oc3ncccn3)cc2)cc1 | 2 | -4 | 6 | -5 | -6 | -4 | 1 | -12
CC(=O)Nc1cccc(OCC(=O)/C=C2\N(C)c3ccccc3C2(C)C)c1 | 56* | 10 | 0 | 17 | -3 | 3 | -4 | 3
COc1ccc(CNC(=O)C2CCN(S(=O)(=O)N3CC(C)CC(C)C3)CC2)cc1 (stereo unspecified) | -3 | 10 | -3 | 8 | 8 | -3 | 17 | -2
CCCc1cc(=O)[nH]c(SCC(=O)N(CC)c2c(N)n(Cc3ccccc3)c(=O)[nH]c2=O)n1 | -9 | 4 | -1 | 10 | 5 | 2 | 17 | -3
Cc1nnc(NC(=O)CSc2nnc3c(n2)[nH]c2ccc(Br)cc23)s1 | 2 | 16 | 4 | 16 | -12 | -11 | 9 | 7
Cc1nc2cc(NC(=O)c3ccc(Br)s3)ccc2s1 | -46 | 12 | 14 | -221 | 46 | 3 | -14 | 12
CSc1ncc(C(=O)Nc2cccc(Cl)c2)c(C)n1 | -4 | 0 | 13 | -19 | -4 | 8 | 12 | 7
Cc1cccc(OCC(=O)N2CCCc3ccccc32)c1 | -17 | 1 | -10 | 12 | 3 | 18 | 13 | 1
CC(C)(C)c1ccc(OCCC(=O)NC2=NCCS2)cc1 | -5 | 7 | 13 | 3 | -3 | 8 | 11 | -4

Given as labelled records: 3 of the compounds above.
mol: Cc1cccc(OCC(=O)N2CCCc3ccccc32)c1
  Gli-Sufu antag = -17; CCR6 antag = 1; Apaf1 inhib = -10; Jurkat NFkB inh = 12; SENP8 block = 3; UBC13 polyUb = 18; 697 NFkB inh = 13; EBI2 antag = 1
mol: Cc1nc2cc(NC(=O)c3ccc(Br)s3)ccc2s1
  Gli-Sufu antag = -46; CCR6 antag = 12; Apaf1 inhib = 14; Jurkat NFkB inh = -221; SENP8 block = 46; UBC13 polyUb = 3; 697 NFkB inh = -14; EBI2 antag = 12
mol: CSc1ncc(C(=O)Nc2cccc(Cl)c2)c(C)n1
  Gli-Sufu antag = -4; CCR6 antag = 0; Apaf1 inhib = 13; Jurkat NFkB inh = -19; SENP8 block = -4; UBC13 polyUb = 8; 697 NFkB inh = 12; EBI2 antag = 7
